Screening results (PubChem)
aSyn yeast inh: inhibitors of alpha-synuclein toxicity in yeast | 370,000 compounds, 0.14% hits | Yeast expressing alpha-synuclein, growth rescue, BacTiter-Glo, 24 h | Potency, µM (titrated, usually from 46.1 µM), for inactives: at the highest dose growth rescue (activation), hits mostly activators; note: potency is the fitted concentration of half-maximal effect; % of control where 0% means no effect; nearly all actives have a fitted effect of over 65% in size
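Readout is rescue of growth in alpha-synuclein-expressing yeast, so inhibitors of toxicity appear as activators. Growth after 24 hr at 30 deg C in galactose medium is quantified by luminescence.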
FUS yeast rescue: rescues growth of FUS-expressing yeast; AID 1347120; S. cerevisiae FUS-expressing, growth rescue, OD600, 24 h; 390,000 compounds, 0.24% hits; Potency, µM (titrated, usually from 76.6 µM), inactives show at the highest dose growth rescue (activation), hits mostly activators;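 note: potency is the fitted concentration of half-maximal effect; plate controls were DMSO vehicle for no effect and reference control for full effect; nearly all actives have a fitted effect of over 55% in size; some results filed as inactive show a strong effect at the top dose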
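Steps: raffinose overnight preculture; dilution to OD 0.005 in 2% galactose minimal medium; compound addition (concentration series); 24hr at 30C, 99% humidity; absorbance read at 600 nm.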
TDP-43 yeast inh: rescues yeast growth from TDP-43 toxicity | TDP-43 expressing yeast growth rescue, BacTiter-Glo, 24 h | Potency, µM (highest dose often 46.1 µM), for inactives: at the highest dose growth rescue (activation), usual class: activators | 410,000 compounds, 1.8% hits | AID 652104; note: potency is the fitted concentration of half-maximal effect; % of control where 0% means no effect; nearly all actives have a fitted effect of over 50% in size
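Readout is BacTiter-Glo luminescence of cell growth, so inhibitors register as activators. TDP-43-expressing yeast at OD600=0.02 in galactose medium, after raffinose pregrowth to mid-log, were incubated with compound for 24 hr at 30 deg C.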
GLP1R inv ag: inverse agonists of human GLP-1 receptor; Potency, µM (highest dose often 38.3 µM), inactives show at the top dose activity change, negative = inhibition, usual class: inhibitors; P43220; HEK293 GLP-1R CRE-luciferase, luminescence, 24 h; GLP-1R form is constitutively active; AID 624417; 410,000 compounds, 1.6% hits; note: potency is the fitted concentration of half-maximal effect; % is set by controls: 0 for no effect and ±100 for the full control effect; nearly all actives have a fitted effect of over 55% in size
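Cells are plated, allowed 12 hours at 37 deg C, then treated with compounds for 24 hr before luciferase detection reagent is added and luminescence is read after 12 min at room temperature. The HEK293 line carries constitutively active GLP-1R with a cAMP-responsive reporter.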
pAkt inh: blocks phosphorylation of Akt. Neuro2A IGF-stimulated pAkt S473 HTRF, 20 min; hits give low values. activity change, % for hits at 50 µM. 360,000 compounds, 0.32% hits; in the data active = activity change below about -80%; inconclusive = mostly about -51% to -80%; note: % is set by controls: 0 for no effect and ±100 for the full control effect
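Single-point screen (50 µM final compound) in Neuro2A cells stimulated 20 min with 6 nM IGF at 37 deg C. After lysis, Ser473-phosphorylated Akt read by HTRF (ex 330 nm, em 615/665 nm) as the 665/615 ratio.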
PTHR1 agonist: PTHR1 (human) receptor agonism; Q03431; HEK293 GP2 PTHR1 cells, GloSensor cAMP luminescence, 1 h; Potency, µM (doses to about 115 µM), without a hit: at the highest dose activation, actives largely listed as activators; 410,000 compounds, 0.075% hits; note: potency is the fitted concentration of half-maximal effect; nearly all actives have a fitted effect of over 55% in size; some results filed as inactive show a strong effect at the top dose; inactives centre near -15; many of its hits are not listed in these tables
Target sequence (Q03431 whole entry, looked up): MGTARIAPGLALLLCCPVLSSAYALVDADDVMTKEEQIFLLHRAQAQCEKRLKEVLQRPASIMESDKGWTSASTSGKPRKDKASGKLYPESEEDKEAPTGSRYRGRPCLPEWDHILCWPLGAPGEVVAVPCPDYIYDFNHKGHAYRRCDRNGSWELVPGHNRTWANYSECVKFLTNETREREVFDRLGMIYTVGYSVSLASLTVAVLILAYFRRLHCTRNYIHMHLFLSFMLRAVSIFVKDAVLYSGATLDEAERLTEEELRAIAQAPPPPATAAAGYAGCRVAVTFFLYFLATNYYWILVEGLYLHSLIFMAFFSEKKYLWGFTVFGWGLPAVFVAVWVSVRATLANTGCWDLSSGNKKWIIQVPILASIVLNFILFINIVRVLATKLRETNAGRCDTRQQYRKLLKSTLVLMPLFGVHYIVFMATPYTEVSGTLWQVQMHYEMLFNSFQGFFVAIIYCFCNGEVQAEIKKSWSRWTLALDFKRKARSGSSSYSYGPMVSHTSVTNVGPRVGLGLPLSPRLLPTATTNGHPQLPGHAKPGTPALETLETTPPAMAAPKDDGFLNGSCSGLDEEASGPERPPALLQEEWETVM
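HEK-293-derived GP2 cells expressing PTHR1 and a GloSensor cAMP reporter, 3,000/well, plated overnight, given luciferin plus IBMX (each 0.5 mM as added) for 1 h at 37 °C, then compound for 1 h at 37 °C. Luminescence was read after 15 min at room temperature.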
Abeta rescue: compounds reversing amyloid beta toxicity in yeast. Potency, µM (top dose mostly 46.1 µM), for the others: at the highest dose growth rescue, actives largely listed as activators. 410,000 compounds, 0.063% hits. yeast expressing A-beta42, growth rescue, OD600, 48 h; response scale: 0% DMSO, 100% iron-clioquinol control. AID 1347071; note: potency is the fitted concentration of half-maximal effect; nearly all actives have a fitted effect of over 55% in size
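Yeast growth medium received pinned compounds, then yeast cells expressing toxic A-beta were added; plates incubated at 30 C for 48 hr. Growth read as absorbance at 600 nm, normalized to DMSO and equimolar FeCl3 plus clioquinol controls.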
GLP1R ag: agonists of human GLP-1 receptor. 380,000 compounds, 0.007% hits. AID 624172. Potency, µM (series often up to 45.6 µM), inactives show top-dose activation, actives largely listed as activators. P43220. HEK293 GLP-1R CRE-luciferase, luminescence, 4-6 h; cells express a hypersensitive GLP-1R form; note: potency is the fitted concentration of half-maximal effect; % of control where 0% means no effect
D3 antag: antagonists of human D3 dopamine receptor; D3R cells, DiscoveRx beta-arrestin luminescence, antagonist mode; hits give low values; max response, negative = inhibition, %; 360,000 compounds, 2.5% hits; in the data active = max response below about -50%; inconclusive = no clear call, values can overlap the other calls; note: % is set by controls: 0 for no effect and ±100 for the full control effect; mostly tested at two doses, the higher about 12 µM
Target sequence (P35462 whole entry, looked up): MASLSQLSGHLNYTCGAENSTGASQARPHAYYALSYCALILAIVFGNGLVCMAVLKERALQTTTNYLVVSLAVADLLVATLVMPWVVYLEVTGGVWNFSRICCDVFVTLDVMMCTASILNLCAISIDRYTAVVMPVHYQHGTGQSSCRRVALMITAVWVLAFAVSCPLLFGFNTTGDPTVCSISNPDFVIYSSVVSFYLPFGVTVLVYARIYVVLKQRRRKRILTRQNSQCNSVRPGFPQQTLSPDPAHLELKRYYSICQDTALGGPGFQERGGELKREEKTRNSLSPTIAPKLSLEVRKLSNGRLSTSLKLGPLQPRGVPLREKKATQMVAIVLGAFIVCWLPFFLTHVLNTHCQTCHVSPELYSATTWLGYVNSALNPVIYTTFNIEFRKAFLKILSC
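Cells expressing the human receptor were seeded at 1500 cells/well, incubated overnight at 37 degrees C in 5% CO2, then exposed to library compounds with dopamine controls for 90 minutes at 37 degrees C before luminescent detection.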
* marks the source's active call; other numbers are inactive results; i = inactive; ? = inconclusive; · = no result given; [ ] = dose if it differs, or a comment. Unless noted, calls come from the whole dose curve; as a rule, active = well fitted curve in the direction sought with a large enough effect; inconclusive = small, poorly fitted or top-dose-only effect, or another doubt; inactive = no such curve, though single readings can be large; an effect the other way counts as inactive or inconclusive.

Compound | pAkt inh | Abeta rescue | TDP-43 yeast inh | D3 antag | aSyn yeast inh | GLP1R inv ag | FUS yeast rescue | GLP1R ag | PTHR1 agonist
O=C(COC(=O)c1cnccn1)Nc1ccc2c(c1)OCO2 | i | 0% | -5% | -2 | 2% | 16% | 28% | -11% | -21%[57.5 µM]
Cc1ccccc1NC(=S)/C(=C(\[O-])c1ccc(C)c([N+](=O)[O-])c1)[n+]1ccccc1 | i | 4% | -13% | -1 | 4% | -3% | 24% | -2% | i
CC(C)c1ccc(NC2CCCN(C(=O)CN3CCOC3=O)C2)cc1 (configuration not stated) | i | 7% | 19% | 10 | 3% | 1% | · | 2% | i
Cc1ccc2c(c1C)-c1c(ccc(C)c1C)C(=O)C2=O | i | -83%[inhibitor] | ? | ? | -79%[inhibitor] | 0.79µM* | · | -5% | -35%[inhibitor]
Cc1ccc(Oc2c(C(F)(F)F)oc3c(CN4CCCCC4C)c(O)ccc3c2=O)cc1 (configuration not stated) | · | 0% | 9% | · | · | 10% | 32% | · | i
CN(C)CCC(C(=O)c1ccccc1)c1cccnc1 (configuration not stated) | i | 6% | 19% | 1 | 2% | 6% | · | 0% | -15%
O=[N+]([O-])c1cccc(-c2nnc(SCc3cccnc3)o2)c1 | i | -21% | 10% | 6 | 11% | 9% | -5% | 10% | -14%
CS(=O)(=O)NCCC1=CCCCC1 | i | 20% | 3% | 21 | -1% | 3% | -1% | -9% | -14%[57.5 µM]
CC(C)C1CC(CCN)(c2ccccc2)CCO1 (configuration not stated) | i | 4% | -8% | -3 | -8% | -27% | 26% | 8% | -18%
Nc1nc(C(=O)N2CCOCC2)nn1S(=O)(=O)c1ccc(Cl)cc1 | i | 3% | 8% | 3 | 0% | 15% | 0% | 1% | i
Cn1ccnc1SCC(=O)Nc1ccc(F)c([N+](=O)[O-])c1 | i | 5% | 29% | 0 | -2% | 1% | -30% | 1% | -27%
CCc1ccc(OCC(=O)NNC(=O)C2CCN(c3ncnc4sc(C)c(C)c34)CC2)cc1 | i | 22% | ? | 4 | 11% | -25% | 23% | -2% | i
CC(C)c1ccc(N2C(=NC(=O)C3CCCO3)SC3CS(=O)(=O)CC32)cc1 (configuration not stated) | i | -16% | 11% | 8 | 8% | 30% | -15% | 6% | i
CC(C)c1ccc(-n2cnn(-c3ncccc3[N+](=O)[O-])c2=O)cc1 | i | -16% | 11µM* | -83* | -3% | ? | -11% | 3% | -37%[inhibitor]
COc1ccccc1NC(=O)c1cccc(N2C(=O)C3C4C=CC(C4)C3C2=O)c1 (configuration not stated) | i | -5% | -4% | -4 | -2% | -11% | 0% | 1% | i
N#CC1(NC(=O)CSc2nnc(Cc3ccccc3)o2)CCCCC1 | i | -7% | 8% | -2 | 0% | -13% | -4% | -6% | i
Cc1noc(C)c1S(=O)(=O)N(C)C[C@H]1Oc2c(NC(=O)NC(C)C)cccc2C(=O)N([C@H](C)CO)C[C@@H]1C | i | -15% | 1% | ? | 0% | 12% | 12% | 0% | -18%
CCOc1ccc(C(=O)NCC(=O)OCc2c(F)cccc2Cl)cc1OCC | i | 2% | -9% | -15 | 0% | -11% | -6% | 23% | -4%
c1coc(C2=NCCc3ccccc32)c1 | i | 11% | 14% | 11 | 2% | -1% | -34% | -2% | i
Cc1cccc(NC(=O)c2oc3ccccc3c2NC(=O)Cc2coc3cc(C)cc(C)c23)c1 | · | -4% | -1% | · | · | 12% | -12% | · | -3%

Continued, overlapping the part above by three compounds.
Compound | pAkt inh | Abeta rescue | TDP-43 yeast inh | D3 antag | aSyn yeast inh | GLP1R inv ag | FUS yeast rescue | GLP1R ag | PTHR1 agonist
CCOc1ccc(C(=O)NCC(=O)OCc2c(F)cccc2Cl)cc1OCC | i | 2% | -9% | -15 | 0% | -11% | -6% | 23% | -4%
c1coc(C2=NCCc3ccccc32)c1 | i | 11% | 14% | 11 | 2% | -1% | -34% | -2% | i
Cc1cccc(NC(=O)c2oc3ccccc3c2NC(=O)Cc2coc3cc(C)cc(C)c23)c1 | · | -4% | -1% | · | · | 12% | -12% | · | -3%
COc1cccc(CN2CCN(C(=O)C3CCC(=O)N(C4CCCC4)C3)CC2)c1 (configuration not stated) | i | -12% | 0% | 1 | -9% | -2% | 6% | -5% | -5%
COc1ccc(N2C(=O)CSC2c2cccc(F)c2)c(OC)c1 (configuration not stated) | i | -3% | 2% | -5 | -9% | ? | 11% | -1% | i
CC1CCCC(C)N1C(=O)COC(=O)c1ccccc1O (configuration not stated) | i | 2% | -6% | -12 | 5% | -29% | 6% | 5% | -18%
CCn1c(SCC(=O)OCc2ccccc2)nnc1-c1ccco1 | i | 1% | -7% | -9 | 7% | -4% | 0% | 19% | i
CC(NC(=O)CCc1ccc(S(=O)(=O)NC2CCCCC2)cc1)c1ccccc1 (configuration not stated) | i | 2% | 3% | -9 | -3% | -19% | 24% | 20% | -16%
N=C1C(c2ccccc2)=C(O)CN1c1cccc(O)c1 | i | 0% | 11%[9.22 µM] | 3 | 0% | -5%[7.66 µM] | -10% | 0% | i
COc1ccc(NS(=O)(=O)c2cc(NC(=O)C3=NN(c4ccccc4)C(=O)CC3)ccc2C)cc1 | i | 10% | 11% | 0 | -1% | -2% | · | -30% | -57%[inhibitor]
Cc1c(C(=O)OCC(=O)Nc2c(C)n(C)n(-c3ccccc3)c2=O)oc2ccccc12 | i | -6% | -6% | -18 | -7% | 6% | 10% | 1% | i
O=C(COc1ccc(Cl)cc1Cl)NCCN1CCCCC1 | i | 1% | ? | -6 | -3% | ? | 0% | -3% | i
COc1ccc(OC)c(-c2csc(NC(=O)CSc3ccc(Br)cc3)n2)c1 | i | 24% | 4% | 6 | -7% | ? | 15% | -2% | i
COc1ccc(-c2cc(C(F)(F)F)nc(SCCC(=O)Nc3ccc(O)cc3)n2)cc1 | · | -5% | 5% | · | 3% | -26% | 4% | 20% | -29%
CCN(CC)CCCN=Cc1c(O)n(Cc2ccccc2)c(=O)c2ccccc12 | i | 16% | 17% | -17 | 4% | 13µM* | -7% | 14% | i
CCOCCCNC(=O)C(C)NS(=O)(=O)c1ccc(C)cc1 (configuration not stated) | i | 16% | 5% | -11 | 1% | 11% | 1% | 6% | ?
c1ccc(COc2cncc(-c3cccnc3)c2)cc1 | i | 3% | 0% | 5 | 5% | 35% | -17% | 14% | i
CCOc1ccc(NC(=O)Nc2nc(SCC)ns2)cc1 | i | 0% | 5% | 30 | -1% | ? | -19% | -3% | -45%[inhibitor]
CCOC(=O)c1c(N)sc(C(O)(C(F)(F)F)C(F)(F)F)c1-c1ccc(Cl)cc1 | i | -94%[inhibitor] | -86%[inhibitor] | 12 | -34%[inhibitor] | 0% | 33% | 7% | -32%[inhibitor][57.5 µM]
CCNc1nc(NCC)n2c(SCC(=O)Nc3ccc(C)cc3Br)nnc2n1 | i | -6% | -3% | -12 | 2% | -16% | 3% | 9% | i
CCC(C)(C)NC(=O)C1CCC(CNS(=O)(=O)c2ccc3c(c2)CC(C)N3C(C)=O)CC1 (configuration not stated) | · | 18% | 32% | · | · | 3% | 18% | · | -16%
COc1cccc(-c2cccc3c2NC(=O)C3(C)Cc2cccc(F)c2)c1 (configuration not stated) | i | -15% | ? | -70* | 2% | ? | 23% | -6% | -47%[inhibitor]
O=C(NCCO)C(c1ccccc1)c1ccccc1 | i | 14% | -10% | 14 | 9% | -14% | 20% | 3% | -7%[57.5 µM]
CCN1CCN(S(=O)(=O)c2ccc(Oc3ccccc3OC)cc2)CC1 | i | -2% | 9% | 0 | 3% | -12% | -13% | 8% | i
COc1ccccc1N1CCN(C(=O)CCNS(=O)(=O)c2ccc(Br)s2)CC1 | i | 3% | 22µM* | 36 | ? | ? | 15% | -6% | -34%[inhibitor]
C=CCn1c(-c2ccccc2)nc(=S)c2c1CCCC2 | i | 0% | -29% | ? | -4% | -15% | 5% | 1% | i
C(=N\N1CCN(c2ccccn2)CC1)/C1=C(N2CCOCC2)C(=C/c2ccccc2)/CC1 | i | ? | -16% | 23 | 9% | -7% | 30% | 2% | -23%
CC12CCC(=O)N1C(C(=O)Nc1ccc(SC(F)F)cc1)CS2 (configuration not stated) | i | 7% | 0% | 10 | -11% | ? | -5% | 38% | -3%
Cc1ccc(N2CCn3c2nc2c3c(=O)n(CCCc3ccccc3)c(=O)n2C)cc1 | · | -6% | 17% | · | · | 1% | -27% | · | -5%
CCOc1ccc(-n2c(SCc3ccc([N+](=O)[O-])cc3)nnc2-c2ccc(OC)cc2)cc1 | i | 9% | -5% | 0 | 15% | ? | 31% | 11% | i
CNC(=O)N(O)C1N(/N=C/c2ccc(SC)cc2)C(=S)SC1(C)C (configuration not stated) | i | 4% | -7% | -9 | 2% | ? | -14% | 3% | i
Cc1noc(C)c1COc1ccccc1C(=O)NC(C)CCc1ccccc1 (configuration not stated) | i | -8% | -1% | 15 | 4% | ? | 12% | 14% | i
CC(C)(C)OC(=O)N1CCC(c2c(C(=O)O)cnn2-c2ccc(Cl)cc2)CC1 | i | -2% | -15% | 18 | -10% | 2% | ? | -14% | i
O=C(Nc1cccc2ccccc12)OCc1cncs1 | i | 14% | -11%[1.82 µM] | 13 | 8% | 27% | 6% | 24% | -4%
COc1cc(C2CC(=O)N(c3ccc(C)c(Cl)c3)C3=C2C(=O)OC3)cc(OC)c1OC (configuration not stated) | · | -6% | 3% | · | · | 2% | 29% | · | i
Nc1cc(N)c2c(c1)C(=O)c1ccccc1-2 | i | -34%[inhibitor] | -1% | 0 | 0% | 13% | 49% | 20% | -33%[inhibitor]
CC1(C(=O)Nc2ccc3c(c2)OCCO3)CSCC(=O)N1CCCN1CCOCC1 (configuration not stated) | i | -13% | -3% | -12 | 1% | 8% | -3% | · | i
CCCNC(=O)Cn1cnc2sc(C(=O)NCCCN3CCOCC3)c(C)c2c1=O | i | 5% | -2% | -1 | -3% | 6% | -4% | -1% | i

This is a subset; rates above refer to the full screens.
